tuberculosis growth: growth inhibition of non-replicating M. tuberculosis (AID 488890). 0.39% of 320,000 active. Mycobacterium tuberculosis non-replicating, growth inhibition; higher % means a stronger effect. one-dose inhibition, % at 25 µM; IC50 in µM for titrated hits; in the data active means a potency from the dose series; inconclusive means inhibition mostly from about 82% at the one dose, without a potency; inactive means the rest, 99 in 100 with inhibition below about 76%;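 further: plate controls were DMSO cells for no effect and high antibiotic wells for full effect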
VEEV TC-83 Vero: inhibitors of VEEV TC-83 cytopathic effect, confirmation, Vero cells (AID 588727); Vero cells, VEEV TC-83 cytopathic effect inhibition; higher % means a stronger effect; one-dose inhibition, % at 20 µM; IC50 in µM for titrated hits; 0.13% of 350,000 active; in the data active means a potency from the dose series; inconclusive means inhibition mostly from about 14% at the one dose, without a potency; inactive means the rest, 99 in 100 with inhibition below about 12%; further: strong numbers were not always called active
PhoP GFP inhibition: Inhibition of PhoP regulon, Salmonella typhi GFP reporter cells, confirmation, 4 h (AID 1850); Salmonella Typhi PhoP-promoter GFP reporter, fluorescence, 4 h; higher % means a stronger effect; inhibition, % at 50 µM; hits with a dose series show IC50 in µM; 0.33% of 310,000 active; in the data active means a potency from the dose series; inconclusive means inhibition mostly from about 25% at the one dose, without a potency; inactive means the rest, 99 in 100 with inhibition below about 19%;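 further: 0% = induced wells with vehicle and 100% = uninduced wells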
M. tuberculosis HTS: M. tuberculosis growth inhibition, HTS (AID 449762); M. tuberculosis H37Rv growth inhibition, 7H9 media; higher % means a stronger effect; 0.59% of 330,000 active; inhibition, % at 25 µM, or IC50 in µM where a hit was titrated; in the data active means a potency from the dose series; inconclusive means inhibition above about 70% without an active follow-up result;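 further: bacterial growth assessed after seven days of incubation; strong numbers were not always called active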
influenza NS1A: NS1A inhibition, H1N1 influenza, cell based functional assay (AID 504329); NS1A functional cell-based assay, percent inhibition; higher % means a stronger effect; inhibition, % at 12.5 µM; hits with a dose series show IC50 in µM; 0.3% of 340,000 active; in the data active means a potency from the dose series; inconclusive means inhibition above about 27% without an active follow-up result; further: strong numbers were not always called active
VEEV TC-83 Vero 10K pilot screen: further read-out of VEEV TC-83 Vero, marked with its call; inhibition, %; measured here: 10K pilot screen inhibition
* hit, by the source's call; i = inactive; ? = inconclusive; / = no result given; & = joins results of further samples.

SMILES	tuberculosis growth	VEEV TC-83 Vero	PhoP GFP inhibition	M. tuberculosis HTS	influenza NS1A	others
COc1ccc(C(=O)CSc2n[nH]c(N)n2)cc1	-4%	4.2%	4%	1%	5%
CCNS(=O)(=O)c1ccc(C(=O)OCc2cc(=O)oc3cc(OC)ccc23)cc1	-9%	1.1%	8%	4%	-5%
C=CCNCc1cccn1-c1ccccc1	13%	0.2%	4%	-3%	0%
Cc1ccc(N(Cc2cc3ccc(C)cc3[nH]c2=O)S(C)(=O)=O)c(C)c1	62%	1.3%	18%	-5%	7%
O=C(CCCn1c(=S)[nH]c2ccc(Br)cc2c1=O)NCC1CCCO1 (stereo unspecified)	-11%	4.4%	-3%	-12%	-5%
CCc1nnc(NC(=O)CN2CCN(Cc3ccc(C)cc3)CC2)s1	?	i	0%	1%	-22%
Clc1cccc(CSc2ncnc3c2ncn3C2CCCCO2)c1 (stereo unspecified)	/	6.0%	/	/	-14%
COc1ccc(-n2c(Cc3cccn3C)nnc2SCC(=O)Nc2nccs2)cc1	32%	1.0%	-2%	-1%	12%
c1ccc(Cn2nnc3c(NCc4ccc5c(c4)OCO5)nc(C4CC4)nc32)cc1	-6%	i	5%	9%	0%
CN(C)C(=O)c1cc(C(=O)c2ccccc2F)c[nH]1	-20%	0.3%	-16%	-1%	0%
O=C(COC(=O)CNC(=O)c1ccc(Cl)cc1Cl)Nc1cccc(S(=O)(=O)N2CCCC2)c1	0%	1.3%	-5%	1%	-4%
CCC1CCCCN1C(=O)c1cccc(S(=O)(=O)Nc2cc(C(F)(F)F)ccc2Cl)c1 (stereo unspecified)	26%	1.0%	-3%	6%	-2%
O=C1CCCC(O)=C1N=Nc1ccc2c(c1)OCO2	-14%	i	-4%	2%	6%
NCCC(=O)NC[C@H]1O[C@@H](n2cnc3c(N)ncnc32)[C@H](O)[C@@H]1O	/	i	/	/	-9%
COC(=O)C1=C(C)N(Cc2ccccc2)C(=NCc2cc(OC)c(OC)c(OC)c2)N[C@H]1c1ccc(Br)cc1	?	0.3%	/	?	5%
Cc1[nH]c(C)c(S(=O)(=O)N2CCCCC2)c1C(=O)N1CCCCC1	-5%	0.3%	-8%	-5%	-8%
O=C(O)C1CCCN1S(=O)(=O)c1ccc(Br)cc1 (stereo unspecified)	-12%	0.6%	1%	-5%	-10%
C[C@]12CC[C@@H]3c4ccc(OS(=O)(=O)O)cc4CC[C@H]3[C@@H]1CCC2=O	12%&-1%&-11%	0.8%&5.5%	-2%&7%&-10%	0%&-6%&7%	-4%&-3%
CCOc1ccc(CCNC(=O)c2ccc(NC3=NC4CS(=O)(=O)CC4S3)cc2)cc1 (stereo unspecified)	-1%	1.4%	3%	3%	11%
COc1cc(OC)c(CN2CCCCCCC2)cc1Br	-11%	i	-8%	14%	-10%

For reference, 3 of the compounds above.
SMILES	tuberculosis growth	VEEV TC-83 Vero	PhoP GFP inhibition	M. tuberculosis HTS	influenza NS1A	others
C[C@]12CC[C@@H]3c4ccc(OS(=O)(=O)O)cc4CC[C@H]3[C@@H]1CCC2=O	12%&-1%&-11%	0.8%&5.5%	-2%&7%&-10%	0%&-6%&7%	-4%&-3%
CCOc1ccc(CCNC(=O)c2ccc(NC3=NC4CS(=O)(=O)CC4S3)cc2)cc1 (stereo unspecified)	-1%	1.4%	3%	3%	11%
COc1cc(OC)c(CN2CCCCCCC2)cc1Br	-11%	i	-8%	14%	-10%

(continued)
SMILES	tuberculosis growth	VEEV TC-83 Vero	PhoP GFP inhibition	M. tuberculosis HTS	influenza NS1A	others
CCC1CCc2c(sc(NC(=O)C3CC=CCC3C(=O)O)c2C#N)C1 (stereo unspecified)	21%	i	7%	-8%	2%
COc1ccccc1-n1cc(C(=O)NCC(=O)NCc2ccc(F)cc2)c2ccccc2c1=O	0%	0.8%	-5%	3%	-8%
CCCC(=O)Nc1ccc(S(=O)(=O)Nc2nccs2)cc1	59%	1.2%	0%	52%	12%
O=C(c1ccco1)N1CCCN(Cc2nc(Cc3ccccc3)no2)CC1	9%	i	17%	0%	-6%
CCCC(c1nnnn1Cc1ccco1)N1CCN(c2cc(Cl)ccc2C)CC1 (stereo unspecified)	43%	3.4%	-2%	2%	1%
CN1N=C(C(=O)N2CCCC(N3CCN(c4ccc(F)cc4)CC3)C2)CCC1=O (stereo unspecified)	-6%	1.9%	-6%	-2%	-2%
CCCc1cc(=O)[nH]c(SCC(=O)N2CCCCCC2)n1	0%	1.3%	/	0%	-2%
NC(=O)c1cccc(-c2cnc(N)c(C(=O)c3cccnc3)n2)c1	/	0.7%	/	/	6%
CCN(CC)CCNC(=O)CCc1n[nH]c(=O)c2ccccc12	-11%	1.3%	3%	-2%	0%
CCSc1nnc(NC(=O)COc2ccccc2)s1	13%	0.2%	-7%	-2%	-9%
Cc1ccnc(N2CCC(C(=O)NNC(=O)c3ccncc3)CC2)n1	14%	i	-8%	-7%	6%
CC/C(O)=C1\C(=O)CC(c2ccccc2)CC1=NCCc1c(C)[nH]c2ccc(C)cc12 (stereo unspecified)	1%	0.8%	0%	-8%	28%
C=C(C)CCC(C)N1CCC(n2nccc2NC(=O)CCOc2ccccc2)CC1 (stereo unspecified)	14%	0.1%	-1%	-1%	6%
COc1ccccc1/C=C/C=N/NC(=O)c1cc(-c2ccc(C)o2)[nH]n1	?	13%	-1%	?	-9%
CCc1ccccc1NC1=NCC(=O)N1Cc1ccc(OC)cc1	7%	0.9%	-2%	-1%	20%
COCCNC(=S)NNC(=O)c1ccc(-n2cnnn2)cc1	-5%	i	3%	4%	-2%
COC(=O)[C@H](CC(C)C)NC(=O)NCc1ccc(Cl)cc1	79%	1.0%	7%	3%	-3%
Cc1ccc2oc(=O)c3cnn(CC(=O)NC4CCC(C)CC4)c3c2c1 (stereo unspecified)	-9%	0.9%	5%	0%	-3%
CC(=O)N1CCN(C(=O)C2CCN(S(=O)(=O)c3ccccc3C(F)(F)F)CC2)CC1	-11%	4.1%	/	-1%	4%
Cc1[nH]c2ccc(Br)cc2c(=O)c1CN1CCCCCC1	79%	0.3%	-3%	7%	9%
CC(C)COc1ccc(C(=O)N(CC(=O)Nc2ccccc2C(F)(F)F)Cc2ccco2)cc1	5%	8.6%	-1%	14%	-4%
CC1(c2ccc(OC(F)F)cc2)NC(=O)N(CC(=O)NC2CCCCC2)C1=O (stereo unspecified)	-27%	1.9%	-1%	-4%	-4%
O=S(=O)(Nc1ccc2[nH]ncc2c1)c1ccccc1Cl	24%	i	7%	12µM*	0%
Cc1cc(C)c2cc(C(=O)Nc3ccccc3)[nH]c2c1	27%	8.9%	-5%	?	-2%
CCCCCn1c(=O)[nH]c2cc(C(=O)NC3CCN(Cc4ccccc4)CC3)ccc2c1=O	-2%	i	-3%	5%	-2%
COC(=O)C1C2C=CC3(CN(C(C)c4ccc(OC)cc4)C(=O)C13)O2 (stereo unspecified)	-2%	i	0%	7%	-1%
CCN(C(=O)CSc1nc(C)nc2sc(C)c(C)c12)C1CCS(=O)(=O)C1 (stereo unspecified)	14%	0.9%	/	3%	3%
COc1ccc(N(CC(=O)N2CCc3ccccc3C2)S(=O)(=O)c2c(C)nn(C)c2C)cc1	10%	5.3%	7%	-6%	12%
O=C(CSCc1nc2c(nnn2Cc2ccc(F)cc2)c(=O)[nH]1)Nc1c(Cl)cc(Cl)cc1Cl	4%	1.0%	-20%	6%	-7%
Cc1ccccc1-c1cc(C(=O)NCc2ccc(OC(F)(F)F)cc2)nn1CC1CC(c2cccc([N+](=O)[O-])c2)=NO1 (stereo unspecified)	27%	i	/	-5%	18%	VEEV TC-83 Vero 10K pilot screen=0.5
COc1cccc(N2CCN(c3ncnc4c3[nH]c3ccccc34)CC2C)c1 (stereo unspecified)	57%	/	7%	24µM*	/
N#CCCN(CC(=O)O)S(=O)(=O)c1ccccc1	-15%	0.3%	-9%	-1%	8%
CCN(CC)S(=O)(=O)c1ccc(C(=O)OCC(=O)Nc2sc3c(c2C#N)CCCCC3)cc1	7%	1.7%	-1%	-10%	-8%
CCCCN(CC)CCNC(=O)CCC(=O)Nc1ccc2nc(N3CCN(C)CC3)cc(C)c2c1	25%	i	5%	-6%	4%
N#C/C(=C\c1ccc(Cl)cc1)c1nc2ncccc2[nH]1	59%	8.2%	3%	-1%	0%
O=C(COC(=O)/C=C/c1cccc(Cl)c1)NC(=O)NCc1ccccc1	25%	2.1%	/	10%	2%
COc1ccc(F)cc1S(=O)(=O)N1CCN(C(=O)c2ccco2)CC1	4%	0.3%	-3%	3%	-22%
c1ccc(Cc2ccc(OCCCNC3CCCC3)cc2)cc1	?	/	14%	-1%	/
NC(=O)N/N=C/c1cn(-c2ccccc2)nc1-c1cccnc1	4%	/	3%	-3%	/
Cc1cccc(NC(=O)c2cccc3c2-c2ccccc2C3=O)n1	1%	0.6%	1%	4%	3%	VEEV TC-83 Vero 10K pilot screen=0.8

Next section (2 carried over from the part before).
SMILES	tuberculosis growth	VEEV TC-83 Vero	PhoP GFP inhibition	M. tuberculosis HTS	influenza NS1A	others
NC(=O)N/N=C/c1cn(-c2ccccc2)nc1-c1cccnc1	4%	/	3%	-3%	/
Cc1cccc(NC(=O)c2cccc3c2-c2ccccc2C3=O)n1	1%	0.6%	1%	4%	3%	VEEV TC-83 Vero 10K pilot screen=0.8
C/C=C\C(=O)Nc1cccc(C2=NOC3(C2)C[C@@H](C(N)=O)N(C(=O)c2ccccc2)C3)c1 (stereo partly specified)	3%	0.3%	-6%	-14%	-9%
CCN(CC)S(=O)(=O)c1cccc(NC(=O)CC2CCCC2)c1	10%	i	6%	7%	1%
O=Cc1c(NCc2ccc(F)cc2)c2ccccc2[nH]c1=O	7%	i	1%	3%	-8%
C[C@H]1[C@H](NC(=O)C(=NOC(C)(C)C(=O)O)c2csc(N)n2)C(=O)N1S(=O)(=O)O	-4%	i	1%	-4%	4%
Cc1ccc(N2C(=O)CN(Cc3ccccc3)C2=S)cc1C	-7%	0.7%	-1%	1%	-6%
O=C(COC(=O)Cc1ccc(Br)cc1)NCc1ccc(F)cc1	48%	1.0%	-2%	-4%	-6%
Cc1ccc2c(c1)N(CCC(=O)NCc1cccs1)C(=O)C(C)O2 (stereo unspecified)	-16%	0.1%	1%	-5%	5%
COc1ccc2nc(NC(=O)c3ccoc3C)sc2c1	-3%	i	-6%	3%	0%
CC(=O)Nc1ccc(S(=O)(=O)Nc2ccccc2C(=O)N2CCCCC2)cc1	4%	i	5%	7%	8%
CCC(=O)Nc1ccc2c(c1)nc(CCN1CCN(c3ccccc3)CC1)n2C	31%	1.6%	-5%	-1%	3%
Oc1ccc2ccccc2c1CN1CCN(c2ccccc2F)CC1	/	4.7%	/	/	4%
O=C(NCC1CCCO1)c1ccc2c(c1)C(=O)N(C1CCCCC1)C2=O (stereo unspecified)	20%	0.2%	-9%	-3%	15%
CC1(C)Oc2ccc(/C=C/C(=O)N3CCOCC3)c(O)c2C(N2CCOCC2)C1O (stereo unspecified)	-9%	/	-10%	9%	/
CCc1ccc(/C=C2/SC(=S)N(CCC(=O)NCCCN3CCOCC3)C2=O)cc1	41%	5.0%	-2%	-8%	3%
O=c1cc2c(nn1Cc1ccc(Cl)cc1)-c1ccccc1CC2	20%	1.7%	7%	4%	8%
O=C(CCNS(=O)(=O)c1cccs1)NCc1ccccc1	0%	1.0%	13%	-1%	4%
COCCNc1nc(=S)[nH]c2cc(OC)c(OC)cc12	-9%	2.0%	-4%	-3%	-8%
COc1cccc2sc(N(CCCN(C)C)C(=O)COc3ccc(Cl)cc3)nc12	-2%	0.3%	-1%	-1%	-1%
CN(C)c1ccc(N/C=C/C(=O)C(C)(C)C)cc1	22%	0.8%	-3%	-2%	13%
COc1ccc2[nH]c(=O)c(CN(C(C)=O)c3ccc(C)c(C)c3)cc2c1	-12%	1.0%	1%	0%	-12%
O=C(c1cnn2c(C(F)(F)F)cc(-c3ccco3)nc12)N1CCCc2ccccc21	-10%	2.3%	-7%	-4%	0%
Cc1ccc2cc(C#N)c(SCc3nnc(-c4ccccc4[N+](=O)[O-])o3)nc2c1	-11%	0.8%	-3%	6%	-3%

An excerpt from above in order of length of the SMILES, largest number first.
SMILES	tuberculosis growth	VEEV TC-83 Vero	PhoP GFP inhibition	M. tuberculosis HTS	influenza NS1A	others
CC1(C)Oc2ccc(/C=C/C(=O)N3CCOCC3)c(O)c2C(N2CCOCC2)C1O (stereo unspecified)	-9%	/	-10%	9%	/
O=C(NCC1CCCO1)c1ccc2c(c1)C(=O)N(C1CCCCC1)C2=O (stereo unspecified)	20%	0.2%	-9%	-3%	15%
COCCNc1nc(=S)[nH]c2cc(OC)c(OC)cc12	-9%	2.0%	-4%	-3%	-8%

Source: PubChem BioAssay
